# High-throughput results deposited in PubChem BioAssay by Broad Institute.
# NSD2 HMT inh: NSD2 histone methyltransferase inhibitors, primary screen, biochemical, AlphaScreen, single concentration, set 2; Histone-lysine N-methyltransferase NSD2 (Homo sapiens), O96028; NSD2 peptide methylation, 120 min; inhibition, % at 12.5 µM; actives 0.54% (n = 310,000); AID 743445, 2014; in the data active = inhibition above about 50%
# SR-BI DiI inh: inhibitors of SR-BI mediated HDL lipid uptake, primary screen, ldlA[mSR-BI] cells, fluorescence, single point | ldlA[mSR-BI] CHO cells, DiI-HDL uptake fluorescence, 3 h | inhibition, % at 12.5 µM | actives 0.96% (n = 320,000) | AID 488896, 2010;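 active = mean replicate inhibition of at least 70% and a set share of replicates each scoring 70 or more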;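 note: 0% = median of neutral control wells and 100% = median of positive control wells; values of inactives mirror those of a sister screen read the other way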
# Target sequence (Q61009 whole entry, looked up): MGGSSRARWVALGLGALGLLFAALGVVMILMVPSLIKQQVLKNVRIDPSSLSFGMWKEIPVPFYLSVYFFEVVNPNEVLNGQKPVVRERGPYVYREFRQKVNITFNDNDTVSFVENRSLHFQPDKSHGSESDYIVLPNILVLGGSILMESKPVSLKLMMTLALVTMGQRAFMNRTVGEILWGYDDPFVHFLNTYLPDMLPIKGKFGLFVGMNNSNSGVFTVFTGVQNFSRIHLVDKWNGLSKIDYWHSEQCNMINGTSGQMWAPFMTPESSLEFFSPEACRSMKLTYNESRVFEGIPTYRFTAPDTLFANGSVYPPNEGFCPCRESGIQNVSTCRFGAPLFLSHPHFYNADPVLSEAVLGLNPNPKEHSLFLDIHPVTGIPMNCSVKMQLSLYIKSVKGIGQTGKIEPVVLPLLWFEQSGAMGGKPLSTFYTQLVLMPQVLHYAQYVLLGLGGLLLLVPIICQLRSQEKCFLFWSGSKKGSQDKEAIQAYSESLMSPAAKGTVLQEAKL
# SR-BI uptake up: activators of SR-BI mediated DiI-HDL uptake, primary screen, ldlA[mSR-BI] CHO cells, DiI fluorescence | 3 h; 100 = double the neutral-control signal | activation, % at 12.5 µM | actives 0.096% (n = 320,000);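 active = mean replicate activation of at least 60% and every replicate at or above 60%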;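 note: 0% = median plate neutral-control signal and 100% = twice that signal; values of inactives mirror those of a sister screen read the other way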
#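 Assay system: CHO ldlA[mSR-BI] cells, LDL receptor-null, SR-BI overexpressing; medium: Ham's F12 with 0.5% BSA, HEPES 25 mM, pH 7.4; also added: DiI-HDL 10 µg/mL; timing: 3 h uptake period with compound, 37 °C; signal: DiI fluorescence, bottom read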
# CAL PDZ FP-1: untagged CAL PDZ binding inhibitors, primary screen, biochemical, fluorescence polarization, HTS; purified CAL PDZ, TMR-peptide fluorescence polarization, 1 h; actives 0.92% (n = 300,000); AID 602252, 2012; Golgi-associated PDZ and coiled-coil motif-containing protein (Homo sapiens), Q9HD26; inhibition, % at 24.9 µM;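 active = mean inhibition of at least 30% with at least half of replicates also reaching 30%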;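 note: 0% = DMSO neutral control and 100% = excess unlabeled competitor peptide PRC23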
# Rtt109 Vps75: inhibitors of C. albicans Rtt109/Vps75 HAT, primary screen, biochemical, ThioGlo CoA-SH fluorescence, plate reader. Histone acetyltransferase RTT109 (Candida albicans (strain SC5314 / ATCC MYA-2876)), …. purified Rtt109/Vps75, 4 h. inhibition, % at 34.9 µM. actives 0.16% (n = 330,000). AID 540336, 2011;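 active = inhibition of at least 50% in every replicate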
# PvdQ acylase: P. aeruginosa PvdQ acylase inhibitors, primary screen, biochemical, fluorescence, plate reader and imaging, single point. actives 0.063% (n = 340,000). purified PvdQ acylase. inhibition, % at 10 µM. AID 488965, 2010. PvdQ acylase [Pseudomonas aeruginosa LESB58]; in the data active = inhibition above about 30%, passing the limit was not always enough;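 note: 0% = vehicle neutral wells and 100% = reference inhibitor wells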
# CAL PDZ FP-2: CAL PDZ peptide-binding inhibitors, primary screen, biochemical, fluorescence polarization, Cer-tagged CAL PDZ, HTS. Golgi-associated PDZ and coiled-coil motif-containing protein (Homo sapiens), Q9HD26. purified CAL PDZ, TMR-peptide fluorescence polarization, 1 h. inhibition, % at 20 µM. actives 0.02% (n = 330,000). AID 504414, 2011;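 active = highest replicate inhibition of at least 40%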;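 note: plate controls were DMSO neutral control wells for no effect and unlabeled competitor peptide control wells for full effect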
#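 System: purified tagged CAL PDZ domain construct (CerCALP). Schedule: 1 h incubation at room temperature before polarization reading. Medium: 25 mM sodium phosphate pH 7.4, 150 mM NaCl, TCEP, IgG, Thesit. Read-out: percent inhibition from loss of millipolarization. Measured by: FP readout, S and P plane fluorescence. Probe or stimulus: fluorescent TMR peptide probe.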
# dFosB act: activators of delta FosB homodimer, primary screen, biochemical, fluorescence polarization, TAMRA-CDK5 oligo, single point; Protein FosB (Mus musculus), P13346; purified delta FosB; percent of positive-control signal above neutral wells; activation, % at 25 µM; actives 0.99% (n = 340,000);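 active = mean activation above about 17%, with every replicate also reaching it, limit read from the data, passing the limit was not always enough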;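 note: fluorescence polarization rise as delta FosB binds a TAMRA Cdk5 AP-1 oligo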
# Target sequence (P13346 whole entry, looked up): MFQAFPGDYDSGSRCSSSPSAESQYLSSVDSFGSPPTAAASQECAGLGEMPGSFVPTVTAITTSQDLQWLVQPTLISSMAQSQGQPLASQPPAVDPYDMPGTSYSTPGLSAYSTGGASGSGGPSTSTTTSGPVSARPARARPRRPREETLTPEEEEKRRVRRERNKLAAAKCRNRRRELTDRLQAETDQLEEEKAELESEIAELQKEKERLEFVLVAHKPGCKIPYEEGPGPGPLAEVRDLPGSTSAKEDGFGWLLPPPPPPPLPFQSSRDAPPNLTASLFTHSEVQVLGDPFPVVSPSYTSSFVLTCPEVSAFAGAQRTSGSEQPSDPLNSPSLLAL
# MITF TRPM1 HTS: activators of MITF-driven TRPM1 promoter reporter, primary screen, cell-based, SK-MEL-5, luciferase, single point. actives 0.75% (n = 300,000). SK-MEL-5 TRPM1-promoter luciferase, 24 h; % of positive control, neutral wells = 0. activation, % at 12.5 µM;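 active = mean activation of at least 80% with every replicate also reaching 80%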;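 note: 0% = neutral control wells and 100% = parthenolide positive control wells; values of inactives mirror those of a sister screen read the other way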
# PfHsp90 set2: growth inhibition of PfHsp90-expressing yeast, primary screen, antimalarial PfHsp90 inhibitor project, S. cerevisiae, BacTiter-Glo luminescence, single point, set 2; BacTiter-Glo ATP, 48 h; yeast lacking PDR1 and PDR3 efflux regulators; inhibition, % at 9.4 µM; actives 0.32% (n = 310,000); AID 504621, 2011;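 active = every replicate shows inhibition above about 80%, whatever the replicate mean, limit read from the data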;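 note: 0% = DMSO neutral controls and 100% = 20 µM radicicol positive controls; yeast relying on Plasmodium falciparum Hsp90 in place of its own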
# An asterisk follows results filed as active; . = no result given.
SMILES,NSD2 HMT inh,SR-BI DiI inh,SR-BI uptake up,CAL PDZ FP-1,Rtt109 Vps75,PvdQ acylase,CAL PDZ FP-2,dFosB act,MITF TRPM1 HTS,PfHsp90 set2
COc1ccc2cc(S(=O)(=O)N3CCN(C)CC3)ccc2c1,2,-21,21,7,0,-12,-2.2,-10,-6,35
COC(=O)CSc1snnc1-c1ccc(F)cc1,.,-4,4,-2,-17,8,-0.5,7,9,6
COc1cccc(CN2CCC(Oc3ccc(C(=O)N4CCCCC4)cc3)CC2)c1,17,48,.,.,-1,-2,-0.1,-3,8,6
CCCOc1ccccc1/C=C(\C#N)C(=O)Nc1cccnc1,3,11,-11,-8,-3,-8,-0.6,-11,70,2
CCN(c1ccccc1C(=O)O)S(=O)(=O)c1cccc2nsnc12,-2,12,-12,-2,-4,-12,-0.8,5,-23,13
CCOc1ncccc1C(=O)OCC(=O)N(CC(C)C)C1CCS(=O)(=O)C1 (configuration not stated),-2,3,-3,57*,.,-14,-0.2,2,2,4
CC(=O)Nc1c(C(N)=O)oc2ccc(Cl)cc12,0,-18,18,-5,-9,-13,-0.1,-6,.,-5
CCC(C)NC(=O)c1ccc(CNS(=O)(=O)c2ccc3c(c2)C(C)(C)C(=O)N3C)cc1 (configuration not stated),.,7,-7,.,-10,-6,-0.3,-10,-4,-30
O=C(Cn1cnc2cc([N+](=O)[O-])ccc2c1=O)N(Cc1ccccc1)C1CCS(=O)(=O)C1 (configuration not stated),18,0,0,-4,0,-5,-1.4,-2,7,.
O=c1cc(O)c2ccccc2[nH]1,0,-35,35,0,0,13,-0.5,4,-9,4
COc1ccc(S(=O)(=O)N2CCCC(C(=O)NCCCn3ccnc3)C2)cc1OC (configuration not stated),58*,.,.,-10,-3,-25,-2.2,-8,10,-20
CSCCNCc1c(C(=O)N2CCOCC2)nc2c(C)cccn12,.,.,.,-5,2,-3,-3.4,4,-8,-5
O=C(c1cccs1)N1CCCN(c2ncnc3scc(-c4ccccc4)c23)CC1,2,17,-17,.,2,6,-1.2,-5,.,0
O=C(CN1C(=O)COc2ccccc21)NCCCN1CCCC1,-2,-24,24,-2,10,8,-1.4,6,-4,0
COc1ccc(NC2=NCC(=O)N2c2ccccc2F)c(OC)c1,-3,-11,11,-2,-6,-4,-2.5,-12,5,19
Nc1ccccc1SCc1cn2ccccc2n1,-1,13,-13,-1,6,7,0.1,7,67,1
COc1ccc2c(c1)c(C(=O)CN1CCCCC1)c(C)n2C,1,-5,5,.,4,-12,-1.4,15,.,-2
CSc1ccccc1NC(=O)Cn1nc([N+](=O)[O-])c(Cl)c1C,-18,13,-13,0,-3,-7,-0.1,5,-2,5
CC(C)(C)C(=O)C(CO)(Oc1ccc(Cl)cc1)n1cncn1 (configuration not stated),-5,2,-2,-1,17,-10,-1.2,-6,-6,89*
CCc1nc(NCCCN2CCOCC2)c2oc3ccccc3c2n1,2,-21,21,-1,4,-4,-2.5,-21,2,1
CCOc1ccc(N/C(N)=N/c2nc(CSc3nnc(C)s3)cc(=O)[nH]2)cc1,-1,.,.,-6,-6,5,-2.4,-3,-23,8
CC1Cc2ccccc2N1C(=O)CN1CCC(C(N)=O)CC1 (configuration not stated),0,-18,18,2,14,-8,-0.3,0,-4,-24
COc1cc(-c2nn3c(C4CCCCC4)nnc3s2)cc(OC)c1OC,-1,-5,5,-4,-11,-9,-1.1,-9,-2,2
Cc1cccc(NC(=O)C2COc3ccccc3O2)c1 (configuration not stated),-4,8,-8,-2,4,-14,.,-1,46,22
O=C(NCCCN1CCOCC1)C1(c2ccccc2)CCCC1,-1,-20,20,-2,-3,-8,-1.1,0,-3,15

# The list continues.
SMILES,NSD2 HMT inh,SR-BI DiI inh,SR-BI uptake up,CAL PDZ FP-1,Rtt109 Vps75,PvdQ acylase,CAL PDZ FP-2,dFosB act,MITF TRPM1 HTS,PfHsp90 set2
O=C(Nc1ccccc1)Nc1ccc(C(=O)N2CCOCC2)cc1,1,-5,5,-6,1,-15,-0.8,1,.,21
COc1ccc(S(=O)(=O)N2CCOCC2)cc1NC(=O)CSc1nnc(NC2CC2)s1,0,8,-8,2,0,-18,0.6,-9,-2,2
COc1ccc(C)cc1NC(=O)c1ccc(CN2CCN(c3ccccc3)CC2)cc1,-3,22,-22,-1,5,-7,-2.2,1,3,-4
O=S(=O)(Nc1ccncc1Cl)c1ccc2ccccc2c1,-2,-7,7,-3,3,-8,0.2,-12,-13,8
CC(C)c1ccc(NC(=O)NC2(C(=O)NCc3cccnc3)CCCCC2)cc1,-4,-9,9,0,17,-1,-1.6,-1,-2,-12
O=C(CCNC(=O)c1ccc([N+](=O)[O-])cc1)NCCc1ccccc1,2,-21,21,-2,3,-12,-2.0,-5,-2,5
Nc1ccc2c(c1)C(=O)c1cc(N)c(Cl)cc1-2,-2,16,-16,2,-1,-11,1.7,7,18,0
CN(C)C(=O)c1ccc(NC(=O)c2sccc2-c2ccccc2)cc1,-1,-8,8,0,2,-3,0.1,-6,5,-7
CCCN(CCC)CCCn1c(=O)[nH]c2ccccc21,-1,-12,12,3,11,-19,0.2,5,0,-1
CCC1(C)N=c2c(c(=O)n(C)c(=O)n2C)=NO1 (configuration not stated),-1,3,-3,-5,-5,-4,-0.6,-4,.,-8
CCC(=O)Nc1nc2nc(-c3ccccc3)cc(-c3ccccc3)n2n1,32,26,-26,-3,9,-7,.,-12,.,.
O=C(NCc1ccco1)c1cccnc1-c1nc2ccccc2s1,5,4,-4,0,6,-8,-0.5,-17,.,-8
O=C(NCCCN1CCCCCC1)c1ccc(N2CCCC2=O)cc1,-7,5,-5,-1,-6,-13,-0.8,-3,1,-26
COC(=O)C1CCN(C(=O)CSc2ccccc2)CC1,-6,-8,8,0,-20,14,-2.3,-1,1,0
O=c1c(-c2nc3ccccc3s2)cccn1Cc1ccc(Cl)cc1,2,-13,13,-2,3,-29,0.7,-6,.,-22
CCn1c(SCC(=O)c2ccccc2)nc2ccccc2c1=O,-2,18,5,-2,7,-13,-2.2,-6,2,4
COc1ccc(C(=O)N2CCC(C(=O)N3CCN(c4ccccc4)CC3)CC2)cc1,11,2,-2,-1,-2,-11,-2.7,-8,-6,10
Cc1c(NC(=O)CSc2nc3ccccc3n2C)c(=O)n(-c2ccccc2)n1C,.,-5,5,1,3,-2,.,8,4,10
COc1cc(S(=O)(=O)N2CCN=C2c2ccccc2)ccc1F,-3,-10,10,0,-11,-8,0.0,-3,.,18
Cc1ccc(-c2nc(-c3ccncc3)no2)c(C)c1,-5,.,.,-5,2,-8,-19,-19,71,0
N#Cc1c(NC(=O)CSCC(=O)O)sc2c1CCCC2,1,-8,8,-2,6,-7,-0.2,0,-1,-26
CCc1ccc(NC(=S)N2CCC(NC(=O)c3ccccc3)CC2)cc1,5,19,-19,-3,-12,-6,-1.2,1,3,-59
O=C(COC(=O)C1CC(=O)N(Cc2ccco2)C1)Nc1ccccc1[N+](=O)[O-] (configuration not stated),2,-9,9,-3,-2,-6,-0.9,3,4,15
CC(C)C(=O)NNC(=O)c1c(O)c2ccccc2[nH]c1=O,-1,-18,18,4,1,-5,1.5,-11,-13,11
O=[N+]([O-])c1ccc(N2CCN(C(=S)NCc3ccc(Cl)cc3)CC2)cc1,-2,27,-27,2,-3,-4,-0.3,-6,0,-87

# Record cards, as listed above. Order of screens: NSD2 HMT inh	SR-BI DiI inh	SR-BI uptake up	CAL PDZ FP-1	Rtt109 Vps75	PvdQ acylase	CAL PDZ FP-2	dFosB act	MITF TRPM1 HTS	PfHsp90 set2
# COc1ccc(S(=O)(=O)N2CCOCC2)cc1NC(=O)CSc1nnc(NC2CC2)s1 is listed with 0	8	-8	2	0	-18	0.6	-9	-2	2
# CCC1(C)N=c2c(c(=O)n(C)c(=O)n2C)=NO1 (configuration not stated) is listed with -1	3	-3	-5	-5	-4	-0.6	-4	.	-8
# N#Cc1c(NC(=O)CSCC(=O)O)sc2c1CCCC2 is listed with 1	-8	8	-2	6	-7	-0.2	0	-1	-26

# The list goes on:
SMILES,NSD2 HMT inh,SR-BI DiI inh,SR-BI uptake up,CAL PDZ FP-1,Rtt109 Vps75,PvdQ acylase,CAL PDZ FP-2,dFosB act,MITF TRPM1 HTS,PfHsp90 set2
CCOC(=O)C1=C(C)N(CCCC(=O)O)C(=O)NC1c1ccccc1OS(=O)(=O)c1ccc(C)cc1 (configuration not stated),.,-23,23,-1,1,-9,-1.5,-7,3,-11
Cc1ccc(CNC(=O)CCS(=O)(=O)c2cc3c(cc2C)NC(=O)CO3)cc1,.,-12,12,.,-9,-16,-1.4,-6,0,35
CCC(=O)Nc1ccc(NC(=O)CSc2nc3c(c(=O)n(C)c(=O)n3C)n2CC)cc1,0,5,-5,1,6,-2,-2.3,-2,-10,-6
CC(C)(C)NNC(=S)Nc1cccc(F)c1,0,-13,13,4,4,-8,-0.9,-3,4,-27
COc1ccc(N2CCN(C(=O)COC(=O)CSc3ccccc3)CC2)cc1,1,-8,8,-2,-2,-9,-0.6,1,6,7
O=C(c1ccccc1)C1OC1C(=O)c1ccccc1 (configuration not stated),7,2,-2,-6,9,-13,-0.5,2,-35,-31
O=C(Nc1nnc(CC(c2ccccc2)c2ccccc2)s1)c1ccco1,-1,-1,1,-1,-1,-10,-0.3,5,.,-85
O=C(CSCC(=O)N1CCOCC1)Nc1ccccc1,-1,-25,25,.,-5,-13,-0.9,-4,1,11
NC(=S)NN=C1c2ccccc2-c2cc(Br)ccc21,0,48,-48,-1,-5,-15,-1.9,-16,-18,-35
CCOc1ccccc1/C=N/n1nnnc1N,-1,21,-21,-3,-2,10,-1.4,-21,.,-8
Cc1nc(SCC(=O)NCC2CCCO2)nc(C)c1C (configuration not stated),-1,-6,6,.,-3,-6,1.0,-9,-5,-13
O=S(=O)(c1cccs1)N1CCN(Cc2cccc(F)c2)CC1,0,-34,34,0,-5,-17,-2.5,-4,-2,-23
